Assay outcomes deposited in PubChem by several laboratories.
MITF TRPM1 HTS = activators of MITF-driven TRPM1 promoter reporter, primary screen, cell-based, SK-MEL-5, luciferase, single point; activation, % at 12.5 µM; 0.75% of 300,000 active; SK-MEL-5 TRPM1-promoter luciferase, 24 h; % of positive control, neutral wells = 0;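 active = mean activation of at least 80% with every replicate also reaching 80%; inconclusive = mean reaches 80% but some replicate falls short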;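 note: 0% = neutral control wells and 100% = parthenolide positive control wells; values of inactives mirror those of a sister screen read the other way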
HTR5A ag = HTR5A agonists in luminescence cell assay, primary screen, counter-screen for OPRM1-OPRD1 heterodimer agonist project, full-deck HTS. 5-hydroxytryptamine receptor 5A (Homo sapiens), P47898. cell-based. activation, % at 9.3 µM. 0.61% of 340,000 active. AID 504692, 2011; in the data active = activation mostly above about 9.5%, no sharp cut-off; inactive = mostly below about 7.6%;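 note: 0% = cells with vehicle only and 100% = reference agonist; strong numbers were not always called active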
CDK5 inh = inhibitors of human CDK5/p35 kinase, primary screen, biochemical, single concentration | Cyclin-dependent kinase 5 (Homo sapiens) + Cyclin-dependent kinase 5 activator 1 (Homo … | Recombinant CDK5/p35, ADP-Glo luminescence, 60 min | inhibition, % at 10 µM | 0.01% of 330,000 active;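 active = highest replicate inhibition of at least 50% and at least 75% of replicates reaching 50%; inconclusive = only one of the two criteria met; inactive = both criteria failed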;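 note: plate controls were DMSO neutral control for no effect and GW8510 at 10 µM for full effect; many of its hits are not listed in these tables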
Target sequence (Q00535 whole entry, looked up): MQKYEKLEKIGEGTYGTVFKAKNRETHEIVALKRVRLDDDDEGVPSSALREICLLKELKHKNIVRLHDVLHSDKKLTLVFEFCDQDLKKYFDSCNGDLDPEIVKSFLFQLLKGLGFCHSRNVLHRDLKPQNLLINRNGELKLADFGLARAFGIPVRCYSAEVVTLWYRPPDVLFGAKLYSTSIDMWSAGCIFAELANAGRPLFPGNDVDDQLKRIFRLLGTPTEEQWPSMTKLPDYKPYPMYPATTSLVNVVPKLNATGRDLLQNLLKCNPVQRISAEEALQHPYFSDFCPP
Target sequence (Q15078 whole entry, looked up): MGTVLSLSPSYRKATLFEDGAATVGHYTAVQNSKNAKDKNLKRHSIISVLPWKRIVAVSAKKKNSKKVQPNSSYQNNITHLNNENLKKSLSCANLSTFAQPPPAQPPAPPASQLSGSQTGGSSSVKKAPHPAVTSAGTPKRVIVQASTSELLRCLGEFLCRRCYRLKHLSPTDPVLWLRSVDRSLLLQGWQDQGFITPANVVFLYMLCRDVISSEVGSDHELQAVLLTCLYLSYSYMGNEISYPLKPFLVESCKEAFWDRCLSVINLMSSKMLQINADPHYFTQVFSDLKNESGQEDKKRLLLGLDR
PvdQ acylase = P. aeruginosa PvdQ acylase inhibitors, primary screen, biochemical, fluorescence, plate reader and imaging, single point. inhibition, % at 10 µM. PvdQ acylase [Pseudomonas aeruginosa LESB58]. purified PvdQ acylase. 0.063% of 340,000 active; in the data active = inhibition above about 30%, passing the limit was not always enough; inconclusive = no clear call, values can overlap the other calls;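 note: 0% = vehicle neutral wells and 100% = reference inhibitor wells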
RTF Ca sens act = cardiac RTF calcium sensitivity activators, primary screen, biochemical, IANBD-TnC fluorescence, EC20 calcium. Troponin I, cardiac muscle (Homo sapiens) + Troponin T, cardiac muscle (Homo sapiens) + …. IANBD-labeled TnC RTF fluorescence at EC20 calcium; 0% EC20 calcium, 100% full calcium. activation, % at 7.2 µM. 0.24% of 340,000 active. AID 493008, 2010;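 active = activation above the mean over all tested compounds plus 3 SD, cut at about 30% in these data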;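 note: rise in fluorescence read as greater calcium sensitivity of cardiac thin filaments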
Rtt109 Vps75 = inhibitors of C. albicans Rtt109/Vps75 HAT, primary screen, biochemical, ThioGlo CoA-SH fluorescence, plate reader. Histone acetyltransferase RTT109 (Candida albicans (strain SC5314 / ATCC MYA-2876)), …. purified Rtt109/Vps75, 4 h. inhibition, % at 34.9 µM. 0.16% of 330,000 active. AID 540336, 2011;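 active = inhibition of at least 50% in every replicate; inconclusive = best replicate reaches 50% inhibition but some replicates fall short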
Target sequence (Q5AAJ8 whole entry, looked up): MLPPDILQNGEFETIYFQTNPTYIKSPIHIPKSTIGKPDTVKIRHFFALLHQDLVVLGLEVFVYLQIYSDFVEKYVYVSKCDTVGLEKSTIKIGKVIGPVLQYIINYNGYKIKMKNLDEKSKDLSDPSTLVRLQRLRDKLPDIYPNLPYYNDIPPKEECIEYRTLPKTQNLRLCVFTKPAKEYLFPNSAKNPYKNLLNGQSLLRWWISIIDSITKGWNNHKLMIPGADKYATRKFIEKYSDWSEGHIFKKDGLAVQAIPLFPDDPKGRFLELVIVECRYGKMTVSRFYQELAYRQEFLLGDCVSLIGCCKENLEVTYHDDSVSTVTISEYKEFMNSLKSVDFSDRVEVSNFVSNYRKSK
SR-BI DiI inh = inhibitors of SR-BI mediated HDL lipid uptake, primary screen, ldlA[mSR-BI] cells, fluorescence, single point; Scavenger receptor class B member 1 (Mus musculus), Q61009; ldlA[mSR-BI] CHO cells, DiI-HDL uptake fluorescence, 3 h; inhibition, % at 12.5 µM; 0.96% of 320,000 active; AID 488896, 2010;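 active = mean replicate inhibition of at least 70% and a set share of replicates each scoring 70 or more; inconclusive = meets just one of the two criteria; inactive = fails both criteria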;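 note: 0% = median of neutral control wells and 100% = median of positive control wells; values of inactives mirror those of a sister screen read the other way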
SR-BI DiI-HDL act = activators of SR-BI mediated DiI-HDL uptake, primary screen, ldlA[mSR-BI] CHO cells, DiI fluorescence | activation, % at 12.5 µM | 0.096% of 320,000 active | 3 h; 100 = double the neutral-control signal;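 active = mean replicate activation of at least 60% and every replicate at or above 60%; inconclusive = mean or all-replicate condition met, but not both; inactive = mean below 60% and not all replicates reaching 60%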;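 note: 0% = median plate neutral-control signal and 100% = twice that signal; values of inactives mirror those of a sister screen read the other way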
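System: LDL receptor-deficient CHO ldlA cells overexpressing murine SR-BI | Timing: 3 h uptake period with compound, 37 °C | Medium: HEPES-buffered (25 mM, pH 7.4) F12 plus 0.5% BSA | Dosing: Single-point compound dose | Signal: Bottom-read fluorescence, 550/595 nm | Read-out: Retained DiI signal reflecting DiI-HDL uptake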
Wnt act = Wnt/beta-catenin pathway activators, primary screen, cell-based, plate reader, single point. Wnt/beta-catenin reporter cell assay, activator. activation, % at 9.35 µM. 1.2% of 300,000 active; in the data active = activation above about 30%, passing the limit was not always enough; inconclusive = no clear call, values can overlap the other calls;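 note: 0% = neutral control wells and 100% = positive control wells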
dFosB activator = activators of delta FosB homodimer, primary screen, biochemical, fluorescence polarization, TAMRA-CDK5 oligo, single point; Protein FosB (Mus musculus), P13346; purified delta FosB; percent of positive-control signal above neutral wells; activation, % at 25 µM; 0.99% of 340,000 active;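 active = mean activation above about 17%, with every replicate also reaching it, limit read from the data, passing the limit was not always enough; inconclusive = only one of the two conditions met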;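 note: fluorescence polarization rise as delta FosB binds a TAMRA Cdk5 AP-1 oligo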
* marks the source's active call; other numbers are inactive results; ? = inconclusive; . = not tested or not shown.

SMILES	MITF TRPM1 HTS	HTR5A ag	CDK5 inh	PvdQ acylase	RTF Ca sens act	Rtt109 Vps75	SR-BI DiI inh	SR-BI DiI-HDL act	Wnt act	dFosB activator
Cc1cn(CC(=O)N2CCN(c3ccccn3)CC2)c(=O)[nH]c1=O	7	1	-0.8	-9	2	3	-4	4	-3	-5
COc1ccc2c(c1)O/C(=C\c1sccc1C)C2=O	38	2	3.4	-8	4	8	38	-38	.	-10
O=C(NC1CCCC1)C(c1ccccn1)N(C(=O)c1csnn1)c1ccccc1 (stereo not given)	-1	-3	-1.6	-1	1	-2	-12	12	-4	0
COC(=O)c1ccc2nc(-c3cccc(N)c3)cn2c1	-50	6	1.7	-10	5	3	26	-26	-3	-6
Cc1ccccc1OCCn1cc(C(=O)C(=O)N2CCOCC2)c2ccccc21	-15	-4	-0.4	-9	3	7	13	-13	-1	-12
Cc1ccccc1C(=O)c1c[nH]c(C(N)=O)c1	17	-4	1.6	5	-2	-4	-22	22	.	-3
CCC(C)c1ccc(NC(=O)COC(=O)C2=COCCO2)cc1 (stereo not given)	18	-4	0.7	-13	-2	-3	8	-8	12	-9
c1ccc(-c2ccc(-n3ccnc3)cc2)cc1	67	-1	3.2	3	-3	0	6	-6	?	-12
Cc1ccc(CN2[C@@H](Cc3ccccc3)C(=O)CS2(=O)=O)cc1	-5	6	0.4	-1	0	0	-27	27	2	8
O=C1CCC(C(=O)N2CCN(c3cnccn3)CC2)CN1CCc1ccc(Cl)cc1 (stereo not given)	-3	-2	-1.6	-15	3	0	-9	9	0	3
Nc1cccc(N2C(=O)c3cccc4c(N)ccc(c34)C2=O)c1	1	-3	0.3	8	291*	-6	-17	17	0	-3
COc1ccc(-c2nc3ccccc3c(=O)n2N)cc1	.	2	0.3	0	1	4	20	-20	.	3
CNC(=O)c1sc(-c2ccccc2)nc1C	29	1	-0.3	-7	7	-16	11	-11	.	-5
CC(C)NC(=O)Cn1c(=O)cnc2ccccc21	16	2	0.5	6	3	-3	-25	25	1	0
Cc1ccc(C(=O)N/C(=C/c2ccc(-c3cccc([N+](=O)[O-])c3)o2)C(=O)NC(C)(C)C)cc1	-9	7	1.1	-22	5	6	52	-52	-2	-6
Cc1ccc(-c2n[nH]c(=S)nc2-c2ccc(C)cc2)cc1	-3	-1	4.6	-20	4	-4	22	-22	1	-9
CC(=O)OC1=Cc2c(ccc3ccc(=O)oc23)OC1(C)C	-9	-3	1.1	6	-4	-1	-1	1	-2	-4
COc1ccc(NC(=O)c2cccs2)cc1OC	26	-3	0.4	-2	-2	1	-17	17	.	4
Cc1cccc(C)c1NC(=O)CN(C)C(=O)C1=COCCO1	2	-2	1.3	-13	-4	-3	-13	13	0	-1
CCCn1c(N)c(C(=O)CN(C)CC(=O)Nc2cc(C)ccc2C)c(=O)[nH]c1=O	-10	12	2.5	1	-4	5	13	-13	-4	-17
S=C1SCN(Cc2cccnc2)CN1Cc1ccccc1	3	3	-0.3	-6	3	-8	-21	21	-2	-1
S=c1[nH]c2cc(-c3ccccc3)ccc2o1	10	-3	3.4	-6	5	-16	-12	12	1	-7
Cc1ccc(C)c(NC(=S)N2CCC(N(C)CC3CCCO3)CC2)c1 (stereo not given)	14	-2	-1.7	-13	-6	-7	-10	10	-3	1
O=C(Nc1ccc(C(=O)NCc2ccccc2Cl)cc1)C1=CSCCO1	51	0	0.5	12	-6	13	31	-31	7	-5
CCN(CCNC(=O)Cn1c(=O)sc2ccccc21)c1ccccc1	13	-1	-1.0	-3	-1	3	21	-21	-2	-13
COc1ccc(CN(C)C(=O)Cn2cnc3c(OCc4ccccc4)ncnc32)cc1OC	-2	.	0.7	-14	3	10	8	-8	-1	-12
O=C(COc1ccc(Cl)cc1)Nc1nc(-c2ccncc2)cs1	38	3	0.0	-17	1	-30	-15	15	1	3
CCCCNC(=O)/C=C1\Sc2ccccc2NC1=O	41	-1	-2.9	-16	4	7	-1	1	8	0
CCOC(=O)C1CCCN(C(=O)Cc2ccc(C)cc2)C1 (stereo not given)	-6	6	-0.8	-10	11	-2	-11	11	3	-7
O=C(Nc1cccc(NC(=O)c2ccc(Br)o2)n1)c1ccc(Br)o1	-1	-1	-0.5	-12	4	-5	67	-67	.	34*
COc1ccc(N2CCN(C(=O)CSc3nnc4n3C(C)(C)Cc3ccccc3-4)CC2)cc1	-11	8	1.4	-12	-4	-2	14	-14	.	-1
COC(=O)c1cc(N=Cc2c(O)c3ccccc3oc2=O)cc(C(=O)OC)c1	.	3	-1.9	-6	0	-1	1	-1	.	3
Cc1noc(/C=C/N(C)C)c1S(=O)(=O)N1CCCC(C(=O)NC(C)c2ccccc2)C1 (stereo not given)	4	-1	-0.7	-2	1	-8	7	-7	-6	1
CC(C)(C)NC(=O)CSCc1c(Cl)cccc1Cl	4	-1	0.5	7	-2	1	10	-10	1	-5
CS(=O)(=O)N1CCC(C(=O)N2CCN(c3ccc(F)cc3)CC2)CC1	-2	1	-1.7	-14	0	4	-31	31	1	1
O=C(Nc1cccc(Cl)c1N1CCCCC1)c1ccc(N2CCOCC2)c([N+](=O)[O-])c1	11	6	-1.2	-2	-9	13	28	-28	-9	6
COc1ccc(-n2ncc3c2CC(C)(C)CC3NC(=O)c2cnc(C)cn2)cc1 (stereo not given)	0	2	-0.8	-8	-3	3	1	-1	-1	-5
CCOC(=O)C1CCN(C(=O)c2ccc(Cl)c(S(=O)(=O)N3CCOCC3)c2)CC1	-9	1	0.1	-9	-3	-16	-17	17	-1	-16
O=c1oc2ccc3ccccc3c2cc1-c1nnc(-c2cccs2)o1	3	2	-2.7	-16	-5	-3	15	-15	-4	-5
CC(C)Oc1ccc2ccccc2c1C=O	1	7	0.2	-4	-2	-12	23	-23	-4	-4
COc1cccc(NC(=O)/C=C/c2ccc([N+](=O)[O-])cc2)c1	22	-1	-1.5	-3	-1	-6	45	-45	0	-11
CC(CCc1ccccn1)(CCc1ccccn1)C(=O)c1ccccc1	-22	-1	-1.6	-14	-11	-5	-9	9	-5	-6
O=C1[C@H]2[C@@H](c3ccc(F)cc3)N3C(=O)N(c4ccc(Br)cc4)C(=O)[C@@]3(Cc3ccc(Cl)cc3)[C@H]2C(=O)N1C1CCCCC1	-15	9	0.2	-14	-9	-11	-30	30	-11	8
COCCn1c(CN2CCN(c3ccccc3)CC2)nc2c1c(=O)n(C)c(=O)n2C	11	1	1.4	-13	-9	-5	-29	29	.	-5
O=C(COC(=O)c1ccccc1O)NCCc1c[nH]c2ccccc12	-3	-1	0.7	6	-2	-4	-4	4	-1	-1
CC(=O)C[C@H](O)CC(=O)[C@H]1OC(=O)[C@@H](C)C/C=C\Cc2ccccc21	-3	0	0.1	-17	-3	-6	64	-64	0	8
Cc1ccc(OCC(=O)N/N=C\c2c(C)n(C)c3ccccc23)c([N+](=O)[O-])c1	-5	-1	0.3	4	-1	-7	51	-51	.	-11
Cc1ccccc1NC(=O)c1cc(S(=O)(=O)Nc2cccc(C(=O)O)c2)ccc1Cl	2	4	-1.2	-13	-5	2	-4	4	2	3
COc1ccc2c(CC(=O)OCc3nc4ccsc4c(=O)[nH]3)coc2c1	2	0	1.6	5	0	-2	-13	13	-8	6
CCc1nc2ccccc2n1Cc1ccc(OC)c(OC)c1	-15	4	1.3	-4	2	-2	-8	15	-4	-2
COc1ccc(NS(=O)(=O)c2ccc(S(=O)(=O)N3CCOCC3)cc2)cc1	2	-1	-0.1	-8	0	-5	2	-2	0	-7
O=C(CCC1CCCC1)Nc1ccc(C(=O)NCc2cccnc2)cc1	8	-3	-1.6	4	-6	.	3	-3	-1	-5
CCOc1ccc(C(=O)NC(=S)Nc2ccccc2N2CCCCC2)cc1[N+](=O)[O-]	12	1	-2.8	-14	6	-27	55	-55	.	-11
O=C(NC1=C(Nc2ccc(F)cc2)C(=O)c2ccccc2C1=O)c1ccc(Cl)cc1	-31	-6	-1.9	-13	0	2	-15	15	.	-4
Nc1cc(OCC(F)(F)F)cc([N+](=O)[O-])c1	-5	1	-0.7	-4	-4	7	4	-4	.	7
O=C(COc1cc(F)ccc1[N+](=O)[O-])NCCCc1ccccc1	2	1	-0.7	-3	-1	-10	-18	18	1	3
O=C(Nc1ccn(Cc2ccccc2)n1)c1cccc(F)c1	27	0	0.7	2	-2	-6	0	0	.	-12
COc1cc(/C=N/NC(N)=S)ccc1OCC(=O)Nc1ccc(C)cc1	13	-4	-0.8	3	-10	-4	46	-46	.	2
CCOc1ccc(-n2c(-c3ccccc3)c[n+]3c2CCC3)cc1	-37	0	-0.4	15	-3	2	-1	1	-1	-3
NC(=O)C(CCCCN1CCCCC1)(c1ccccc1)c1ccccc1	-1	2	-0.7	-13	10	-3	-19	19	-2	-1

(list continues)
SMILES	MITF TRPM1 HTS	HTR5A ag	CDK5 inh	PvdQ acylase	RTF Ca sens act	Rtt109 Vps75	SR-BI DiI inh	SR-BI DiI-HDL act	Wnt act	dFosB activator
CCOC(=O)C1=C(O)C(=O)N(Cc2ccc(C(C)(C)C)cc2)CC1	-6	8	0.0	-11	1	0	-20	20	-2	-9
CCOC(=O)c1c(C)n(C)c2ccc(OC(=O)c3ccoc3)cc12	23	-3	2.0	-1	2	-5	-1	1	.	5
COc1cc2c(cc1OC)C(C(=O)O)C(c1cc(Br)c(O)c(OC)c1)N(C)C2=O (stereo not given)	-9	1	-0.2	-11	6	-16	7	-7	.	-10
COCCNC(=O)c1cc2nc3c(c(C(F)(F)F)n2n1)CCc1ccccc1-3	4	1	-0.2	-5	-5	-5	9	-9	3	-11
O=C(O)CSc1sc(=S)sc1SCC(=O)O	-3	-3	-1.1	-12	-2	5	-12	12	.	-6
CS(=O)(=O)N1CCC(C(=O)Nc2cc(Cl)c(Cl)cc2Cl)CC1	-7	3	-0.3	-16	1	-8	-3	3	-5	2
